LmPK inh = blocks Leishmania mexicana pyruvate kinase activity. purified LmPK, Kinase-Glo ATP luminescence, 1 h. Potency, µM (doses to about 57.5 µM), for the others: at the top dose activity change, negative = inhibition, most hits filed as inhibitors. 290,000 compounds, 0.37% hits; further: potency means the concentration at half of the fitted maximal effect
Target sequence (Q27686 whole entry, looked up): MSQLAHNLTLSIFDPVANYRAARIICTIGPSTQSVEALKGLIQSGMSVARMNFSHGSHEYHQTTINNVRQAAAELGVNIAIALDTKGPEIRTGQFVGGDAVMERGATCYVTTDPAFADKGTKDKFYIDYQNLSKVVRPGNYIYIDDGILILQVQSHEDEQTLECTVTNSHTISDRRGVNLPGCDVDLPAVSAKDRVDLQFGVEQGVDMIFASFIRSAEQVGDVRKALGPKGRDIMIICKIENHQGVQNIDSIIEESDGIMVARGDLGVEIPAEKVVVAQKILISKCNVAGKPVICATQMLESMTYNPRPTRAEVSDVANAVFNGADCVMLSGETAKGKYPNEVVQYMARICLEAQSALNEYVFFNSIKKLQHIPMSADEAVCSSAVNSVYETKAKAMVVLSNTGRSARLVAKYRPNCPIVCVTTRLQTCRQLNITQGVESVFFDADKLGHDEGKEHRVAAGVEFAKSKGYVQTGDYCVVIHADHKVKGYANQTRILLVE
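Kinase-Glo luminescence read after 1 h RT reaction of 0.1 nM LmPK with 0.5 mM PEP and 0.1 mM ADP. Activity scaled between uninhibited and enzyme-free controls.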
HCMV antiviral = inhibitors of human cytomegalovirus | 410,000 compounds, 4.5% hits | AID 1259415 | HFF cells, HCMV-luciferase reporter, 72 h; active compounds read low | activity change, negative = inhibition, % at 57.5 µM; in the data active means activity change below about -60%; inconclusive means no clear call, values can overlap the other calls; inactive means above about -39%
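Human foreskin fibroblasts infected with luciferase-reporter HCMV at MOI 1 PFU/cell, compounds at two doses. Luciferase measured 72 h post infection; normalized to buffer-only basal and Salinomycin (10uM) controls.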
AmpC no deterg = AmpC beta-lactamase inhibition without detergent | P00811 | AmpC nitrocefin hydrolysis, absorbance 480 nm, 0.0001% Triton | Potency, µM (series often up to 57.1 µM), for the others: at the highest dose activity change, negative = inhibition, hits mostly inhibitors | 330,000 compounds, 0.52% hits;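 further: potency means the concentration at half of the fitted maximal effect; plate controls were no compound for no effect and no enzyme for full effect; nearly all actives have a fitted effect of over 20% in size; some results filed as inactive show a strong effect at the top dose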
Target sequence (P00811 whole entry, looked up): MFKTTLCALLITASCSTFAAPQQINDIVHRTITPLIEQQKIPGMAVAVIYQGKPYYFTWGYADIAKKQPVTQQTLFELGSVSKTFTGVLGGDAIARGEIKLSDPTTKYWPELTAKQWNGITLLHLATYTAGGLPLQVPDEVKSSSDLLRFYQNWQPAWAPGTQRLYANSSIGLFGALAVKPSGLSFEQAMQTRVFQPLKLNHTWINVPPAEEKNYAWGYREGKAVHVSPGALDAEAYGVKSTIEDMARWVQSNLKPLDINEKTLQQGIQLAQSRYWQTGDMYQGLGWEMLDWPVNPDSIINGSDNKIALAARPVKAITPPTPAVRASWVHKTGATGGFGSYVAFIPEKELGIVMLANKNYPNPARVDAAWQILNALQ
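20 mM phosphate pH 7.0 + 0.01% (detergent screen) or 0.0001% Triton X-100; 5.3 nM AmpC reagent; cpd preinc 15 min RT; nitrocefin (800 uM stock) to start; A480 q20 s × 4 min; Activity was normalised to no-enzyme and no-compound control wells.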
Sm TGR block = inhibitors of Schistosoma mansoni thioredoxin glutathione reductase | purified TGR, DTNB reduction, TNB absorbance 405 nm | Potency, µM (titrated, usually from 114 µM), for the others: at the top dose activity change, negative = inhibition, most hits filed as inhibitors | 360,000 compounds, 3% hits | AID 485364; further: potency means the concentration at half of the fitted maximal effect; nearly all actives have a fitted effect of over 60% in size
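TGR 20 nM + NADPH 100 uM (dispensed conc.), cpd preinc 15 min RT; start with NADPH (500 uM addition) then DTNB (15 mM addition). Kinetic TNB absorbance, 405 nm filter. Four-parameter Hill fit across titration.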
AmpC detergent = inhibitors of E. coli AmpC beta-lactamase with detergent; P00811; Potency, µM (doses to about 114 µM), for inactives: top-dose activity change, negative = inhibition, actives largely listed as inhibitors; 370,000 compounds, 0.041% hits; AmpC hydrolysis of nitrocefin, absorbance 480 nm, 0.01% Triton;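 further: potency means the concentration at half of the fitted maximal effect; 0% = no-compound wells and -100% = no-enzyme wells; nearly all actives have a fitted effect of over 25% in size; some results filed as inactive show a strong effect at the top dose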
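AmpC (5.3 nM in the dispensed reagent) in 20 mM phosphate pH 7.0 with 0.01% (detergent screen) or 0.0001% Triton X-100 was preincubated with compounds for 15 min at room temperature. Nitrocefin was then added from an 800 uM solution, and hydrolysis was followed at 480 nm.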
TbPYK inhibitor = T. brucei pyruvate kinase inhibition | Q57TT1 | TbPYK enzyme, Kinase-Glo Plus ATP luminescence, 45 min | Potency, µM (titrated, usually from 76.8 µM), for the others: at the highest dose activity, negative = inhibition, actives largely listed as inhibitors | 410,000 compounds, 0.12% hits; further: potency means the concentration at half of the fitted maximal effect; nearly all actives have a fitted effect of over 50% in size
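Quantitative HTS: titrated library compounds versus trypanosomal pyruvate kinase in TEA buffer (pH 7.2) containing KCl, MgCl2, BSA and Tween-20. Reactions were initiated with ADP, 130 uM final. Kinase-Glo Plus luminescence was read after 45 min at RT.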
AMA1-RON2 inh = disrupts binding of P. falciparum AMA1 to RON2; AlphaScreen AMA1-biotinylated RON2 peptide binding; Potency, µM (highest dose often 58.2 µM), inactives show at the highest dose activity change, negative = inhibition, usual class: inhibitors; 360,000 compounds, 0.2% hits; AID 720542;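 further: potency means the concentration at half of the fitted maximal effect; 0% = vehicle wells and -100% = peptide control; nearly all actives have a fitted effect of over 45% in size; some results filed as inactive show a strong effect at the top dose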
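AMA1 (3D7) with his tag at 25 nM final met compounds first, then biotinylated RON2 peptide at 25 nM; detection used donor plus acceptor beads, 10 µg/mL apiece, read by AlphaScreen after 30 min at room temperature.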
* hit, by the source's call; ? = inconclusive; . = not tested or not shown; [ ] = another dose, or the depositor's remark. Unless noted, the call rests on the fitted dose curve; in most records, active means well fitted curve in the direction sought with a large enough effect; inconclusive means small, poorly fitted or top-dose-only effect, or another doubt; inactive means no such curve, though single readings can be large; an effect the other way counts as inactive or inconclusive. Unless noted, on the % scale 0 is the no-effect control and ±100 the full control effect.

Start of the data: the first two entries (preview)
Values run as follows: LmPK inh	HCMV antiviral	AmpC no deterg	Sm TGR block	AmpC detergent	TbPYK inhibitor	AMA1-RON2 inh
#1 CCCCCSc1cc(OC)c(CCNC)cc1OC
    -2.0%	-23.9	75.3%[activator]	-0.6%	?	-0.6%	-23.4%
#2 Cc1ccc(N2C(=O)/C(=C/c3ccc(CN(CCC#N)S(C)(=O)=O)o3)C(=O)NC2=S)cc1C
    3.1%	.	-19.0%	3.16µM*	-11.0%	.	.

This part in full, previewed entries included:
Values run as follows: LmPK inh	HCMV antiviral	AmpC no deterg	Sm TGR block	AmpC detergent	TbPYK inhibitor	AMA1-RON2 inh
#1 CCCCCSc1cc(OC)c(CCNC)cc1OC
    -2.0%	-23.9	75.3%[activator]	-0.6%	?	-0.6%	-23.4%
#2 Cc1ccc(N2C(=O)/C(=C/c3ccc(CN(CCC#N)S(C)(=O)=O)o3)C(=O)NC2=S)cc1C
    3.1%	.	-19.0%	3.16µM*	-11.0%	.	.
#3 CC1(C)CC(=O)C(C=NCCCn2ccnc2)=C(O)C1
    -3.3%	42.0	-23.5%	8.6%	-7.0%	0.3%	-7.8%
#4 CC1=C(C(=O)N(C(C)C)C(C)C)CC(CC(=O)NCCCN(C)C)C(=O)N1CCCN1CCCC1=O (stereo not given)
    .	5.4	.	.	.	0.3%	4.0%
#5 COc1ccccc1NC(=O)CCc1nc2ccccc2s1
    -1.2%	-24.9	-3.4%	-0.2%	4.2%	-4.3%	29.6%
#6 Cc1c(C)c(C)c(CN2CCSCC2)c(C)c1C
    -1.5%	4.4	-16.1%	5.8%	0.9%	2.2%	-12.1%
#7 O=C(CCl)NC(=O)NC12CC3CC(CC(C3)C1)C2
    -5.1%	-99.2*	-19.9%	8.91µM*	?	0.0%	6.9%
#8 COC(=O)C(CC(=O)c1ccccc1)CC(=O)c1ccccc1
    2.5%	.	-3.7%	-6.4%	-6.0%	-9.8%	4.9%
#9 CCCCNc1c(-c2ccc(SC(C)CC)c(OC)c2)nc2ccc(C)cn12 (stereo not given)
    .	-94.3*	20.2%	-25.7%	-5.2%	-0.2%	-1.0%
#10 O=C(c1ccccc1)C1CC=CCC1C(=O)c1ccccc1 (stereo not given)
    .	-11.3	.	.	.	7.4%	33.0%[activator]
#11 O=[N+]([O-])c1cc(C(F)(F)F)ccc1Oc1cccnc1[N+](=O)[O-]
    -1.9%	-24.9	-33.9%	-8.1%	-3.1%	1.3%	-20.0%
#12 Cc1ccc(S(=O)(=O)N2CCN(CC(=O)Nc3ccnn3C3CCCC3)CC2)cc1
    .	-17.9	-24.9%	-0.2%	0.4%	2.3%	-6.9%
#13 COc1ccc(/C=C/CN2CCN(Cc3ccccc3)C(CCO)C2)cc1 (stereo not given)
    7.5%	-32.7	60.6%[activator]	-0.6%	1.2%	4.1%	1.8%
#14 OC(c1ccccc1)(c1ccccc1)C1CCNCC1
    3.1%	?	67.9%[activator]	?	-7.8%	-1.0%	0.9%
#15 CN1CCN(C(=O)Cn2ncc3c4ccccc4n(Cc4ccc(F)cc4)c3c2=O)CC1
    .	-15.0	.	-2.1%	11.4%	9.2%	.
#16 O=C(CC[C@H]1O[C@@H](n2cnc3c(NC(=O)c4ccccc4)ncnc32)[C@H](O)[C@@H]1O)N[C@@H](CO)Cc1c[nH]c2ccccc12
    .	4.7	.	.	.	-5.4%	-0.2%
#17 COc1ccc(CCNC(=O)c2cnn(-c3ccc(C)c(C)c3)c2NC(=O)c2ccco2)cc1OC
    0.8%	?	.	11.3%	-8.2%	1.6%	-3.7%
#18 CCOc1ccc(/C=N/N(C)c2ccccc2)cc1OC
    7.7%	149.9	52.1%	0.0%	?	-9.8%	?
#19 COc1ccc(/C=C(/NC(=O)c2ccccc2)C(=O)NC2CCS(=O)(=O)C2)cc1 (stereo not given)
    -0.8%	-22.0	-15.3%	-4.9%	-3.2%	-17.4%	2.8%
#20 COc1ccc(CCNC(=O)C/C(C)=N/NC(=O)C23CC4CC(CC(C4)C2)C3)cc1OC
    -3.2%	-4.3	70.9%[activator]	3.6%	-14.5%	12.5%	8.8%[2.32 µM]
#21 Cc1nc2ccc(NC(=O)c3ccc(S(=O)(=O)N(C)c4ccccc4)cc3)cc2s1
    0.8%	-82.1*	-6.3%	-9.7%	?	5.4%	-15.9%
#22 COc1ccc(-n2c(C)c(C(C)=O)c3cc(OC(=O)COc4ccccc4)ccc32)cc1
    .	?	.	-1.8%	13.5%	-0.6%	.
#23 CC(C)(C)c1ccc(C(=O)NCC(=O)N/N=C/c2ccccc2OCC(=O)O)cc1
    3.6%	29.5	-8.9%	16.9%	6.9%	-1.9%	10.0%
#24 Cc1ccc(-c2nc3ccc(Br)cn3c2Nc2ccc3c(c2)OCO3)o1
    .	6.3	.	-6.9%	-0.5%	-5.5%	.
#25 CCn1cc(C(=O)N2CCN(c3ccccc3)CC2)c(=O)c2cc(S(=O)(=O)N3CCC(C)CC3)ccc21
    .	-2.5	.	-14.0%	-5.0%	-4.3%	.
#26 CC(C)c1ccc(NC(=O)C2CC3CCC2C3)cc1 (stereo not given)
    -1.1%	78.1	-32.3%	7.0%	-7.7%	-4.7%	11.8%
#27 Cn1c(NN=O)nc2ccccc21
    0.0%	-100.0*	-2.4%	8.1%	1.2%	-14.0%	-5.1%
#28 O=C(Nc1cccc(S(=O)(=O)C(F)F)c1)c1ccc(S(=O)(=O)N2CCOCC2)cc1
    -7.0%	6.6	5.2%	-1.0%	?	2.2%	-15.9%
#29 CCOC(=O)/C=C1\SCC(=O)N1CC(=O)NCc1ccc(OC)c(OC)c1
    1.3%	-4.7	-12.1%	-12.5%	?	1.0%	6.1%
#30 Cc1cccc([C@@H]2[C@@H]3C(=O)N(Cc4ccccc4)C(=O)[C@@H]3[C@]3(Cc4ccc(Cl)cc4)C(=O)N(c4cccc(Cl)c4)C(=O)N23)c1
    .	2.2	-19.1%	0.0%	3.2%	-4.7%	-1.1%
#31 Cc1ccc(-n2ncc(C(=O)N3CCN(C4CCCCC4)CC3)c2C2CCN(C(=O)OC(C)(C)C)CC2)cc1C
    .	0.0	.	-0.4%	-9.1%	-5.0%[15.4 µM]	.
#32 COc1ccc(NC(=O)/C(=C\c2ccc3c(c2)OCO3)NC(C)=O)cc1
    -0.2%	0.7	-14.6%	-12.6%	?	1.2%	-1.8%
#33 CCCCNC(=O)c1ccccc1NC(=O)C1=C(C)OCCS1
    0.5%	-32.6	-19.7%	5.5%	1.0%	-3.1%	-11.5%
#34 COc1cc2c(cc1OC)C(c1cccs1)N(C(=O)c1cccc(S(=O)(=O)N(C)C)c1)CC2 (stereo not given)
    3.1%	?	122.8%[activator]	?	-0.4%	-4.1%	?
#35 Cc1ccc(Cl)cc1N1CCN(C(=O)CN(c2ccccc2)S(=O)(=O)N(C)C)CC1
    11.0%	-31.7	82.0%[activator]	11.3%	-7.6%	2.6%	-7.1%
#36 Cc1ccccc1Nc1nc(N)nc(C)c1Br
    .	25.9	.	.	.	-2.7%	-2.6%
#37 CN1OC[C@@H]2CN[C@H](c3cccc(-c4cc(Cl)cc(Cl)c4)c3)C[C@@H]21
    .	-9.5	.	.	.	1.4%	-0.2%
#38 COC(=O)c1scc(C#N)c1N/N=C(\C#N)S(=O)(=O)c1ccc(Cl)cc1
    5.9%	-96.6*	-27.4%	31.6µM*	5.2%	-1.3%	-17.6%
#39 O=C(COC(=O)CNC(=O)c1ccccc1Cl)Nc1ccccc1Cl
    .	5.8	-20.6%	4.1%	-9.8%	-10.1%	.
#40 O=C(CCn1c(=O)sc2ccccc21)NCc1ccccc1
    -4.9%	-3.7	-5.2%	0.7%	?	7.3%	0.0%
#41 O=C(c1ccc(Cl)cc1)c1cnc(-c2ccccc2)s1
    0.9%	-19.8	-14.2%	8.3%	-4.4%	0.9%	?
#42 Nc1nc2c(ncn2[C@@H]2O[C@H](CNCc3ccccc3)[C@@H](O)[C@H]2O)c(=O)[nH]1
    .	9.4	.	.	.	6.7%	0.0%
#43 COc1cccc(C=Nc2ccc(C)c(F)c2)c1O
    -27.8%	-1.6	-39.7%	-13.6%	-10.9%	-2.4%	9.3%
#44 COCCn1c(=NC(=O)c2cc3ccccc3oc2=O)sc2cc(S(N)(=O)=O)ccc21
    -3.2%	?	-9.6%	-1.8%	-17.5%	4.0%	-9.8%
#45 Oc1cc(Nc2ccc(N3CCCCC3)cc2)cc2cccnc12
    .	.	-26.0%	-23.5%	-18.6%	.	.
#46 CCC[C@@H](CNC)NC[C@H](Cc1ccccc1)NCCCCc1ccccc1
    -2.1%	?	87.1%[activator]	-1.8%	-15.3%	-0.5%	99.6%[activator]
#47 CCOC(=O)CCc1c(C)nc(SCC(=O)O)c(C#N)c1C
    26.2%	38.0	-20.8%	5.1%	?	31.6µM*	4.6%
#48 Cc1ccc(OP(N)(=O)Oc2ccc(C)cc2)cc1
    -1.0%	0.0	-15.6%	9.0%	?	-0.8%	3.0%
#49 CN1C(=O)c2ccccc2Sc2ccc(C(=O)N3CCC4(CC3)OCCO4)cc21
    5.3%	48.9	-17.7%	-12.9%	-0.9%	-3.5%	-11.7%
#50 COc1ccccc1N1C(=NC(=O)CCc2ccccc2)SC2CS(=O)(=O)CC21 (stereo not given)
    0.6%	0.0	24.4%	1.5%	0.7%	5.5%	-0.2%
#51 COc1ccc(/C=C/C(=O)NC(=S)NNC(=O)Cc2cccs2)cc1
    -4.2%	3.5	-45.5%	-0.4%	-2.1%	-9.3%	-0.5%
#52 Nc1[nH]c(C(=O)c2ccccc2)c(-c2ccc(Cl)cc2)c1C(=O)NCCc1c[nH]c2ccccc12
    .	15.7	.	.	.	1.0%	27.2%
#53 Cc1ccc(-c2nc(S(=O)(=O)c3ccc(F)cc3)c(SCC(=O)NCC3CCCO3)o2)cc1 (stereo not given)
    1.7%	-38.2	2.1%	-19.9%	-2.6%	-2.6%	2.8%
#54 CN(C)c1ccc(/C=N/NC(=O)CCc2c[nH]c3ccccc23)cc1
    -3.6%	-0.6	-31.1%	-4.9%	-5.9%	3.1%	6.8%

Source: PubChem BioAssay (National Center for Advancing Translational Sciences (NCATS))
